Screening data: PubChem, National Center for Advancing Translational Sciences (NCATS)
IL-1B inflam inh: blocks inflammasome-driven IL-1 beta release | activity change, % at 57.5 µM | 360,000 tested, 4.7% active | THP-1 LPS/ATP IL-1B secretion, AlphaLISA, 16 h; active compounds read low | AID 743279; in the data active = activity change below about -50%; inconclusive = mostly about -30% to -49%; note: % is set by controls: 0 for no effect and ±100 for the full control effect
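Secreted IL-1B measured by AlphaLISA bead assay after 16 h compound exposure of THP-1 cells; compounds (final up to 57.5 uM) added 1 h before LPS (250 ng/mL) and ATP (1.25 mM) stimulation; lower signal means less secretion.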
GLP1R cytotox: cytotoxicity in counter-screen for GLP-1R inverse agonists. HEK293 cAMP-luciferase reporter cells, luminescence, 24 h. Potency, µM (top dose mostly 38.3 µM), without a hit: at the highest dose activity change, negative = inhibition, most hits filed as inhibitors. 410,000 tested, 0.13% active. AID 624418;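 note: loss of luciferase light is scored as toxicity; potency is the fitted concentration of half-maximal effect; % is set by controls: 0 for no effect and ±100 for the full control effect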
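MLSMR compounds, 24 hr on cells at 37 deg C/5% CO2; luminescence after luciferase reagent (12 min RT). Inhibition counted as the undesired cytotoxic outcome.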
MCF10A rereplic: inducers of DNA re-replication in MCF 10A breast cells; MCF 10A DNA re-replication, Hoechst nuclear intensity, 48 h; Potency, µM (titrated, usually from 46.1 µM), for inactives: at the top dose activity, positive = re-replication, actives largely listed as activators; 350,000 tested, 2.9% active; AID 624296; note: potency is the fitted concentration of half-maximal effect; % of control where 0% means no effect; nearly all actives have a fitted effect of over 50% in size
KB-3-1 tox: kills parental KB-3-1 adenocarcinoma cells. AID 1347075. KB-3-1 viability, CellTiter-Glo ATP luminescence, 72 h. 400,000 tested, 1.4% active. Potency, µM (titrated, usually from 46.1 µM), for inactives: at the top dose activity change, negative = cytotoxic, actives largely listed as cytotoxic; note: potency is the fitted concentration of half-maximal effect; % is set by controls: 0 for no effect and ±100 for the full control effect; nearly all actives have a fitted effect of over 60% in size
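Screening of KB-3-1 cells (DMEM, 10% FBS, phenol-red free) ran from lowest to highest compound concentration; after 72 h at 37 °C viability was read luminescently and curves fitted.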
KB-V1 MDR tox: KB-V1 MDR subline cytotoxicity; Potency, µM (doses to about 46.1 µM), for the others: at the highest dose activity change, negative = cytotoxicity, usual class: cytotoxic; KB-V1 MDR cells viability, CellTiter-Glo, 72 h; 400,000 tested, 3.4% active; note: potency is the fitted concentration of half-maximal effect; % is set by controls: 0 for no effect and ±100 for the full control effect; nearly all actives have a fitted effect of over 60% in size
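Drug-selected KB-V1 cells, grown in DMEM lacking phenol red with 10% FBS, receive compound titrations; after three days at 37 degrees C, surviving cell ATP is quantified by CellTiter-Glo luminescence and responses normalized and curve-fitted.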
HT1080-NT tox: kills 2HG-producing HT-1080-NT fibrosarcoma cells; HT-1080-NT fibrosarcoma viability, CellTiter-Glo ATP luminescence, 48 h; AID 686970; Potency, µM (titrated, usually from 46.1 µM), for inactives: at the top dose activity, negative = less viability, actives largely listed as cytotoxic; 360,000 tested, 1.6% active;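 note: NT is the 2HG producing partner of a matched IDH1 knockdown line; potency is the fitted concentration of half-maximal effect; 0% = DMSO-treated cells and -100% = media-only wells without cells; nearly all actives have a fitted effect of over 55% in size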
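Read-out is CellTiter-Glo luminescence after 10 minutes at room temperature, following 48 hours' compound treatment of HT-1080-NT cells (750 cells/well, RPMI, 5% FBS, 37 degrees C).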
HT1080 IDH1KD tx: HT-1080 IDH1 knockdown cell toxicity (counter line); 360,000 tested, 2% active; Potency, µM (doses to about 46.1 µM), inactives show at the highest dose activity, negative = toxicity, most hits filed as cytotoxic; HT-1080 IDH1 knockdown viability, ATP luminescence, 48 h;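 note: potency is the fitted concentration of half-maximal effect; 0% = DMSO wells and -100% = cell-free medium wells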
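Knockdown cells (IDH1KD HT-1080) received compounds 2 h after plating at 750 cells/well and were kept 48 h at 37 °C in 5% FBS RPMI. A CellTiter-Glo luminescence read gave % activity for curve fitting.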
SW480 rerep: induces DNA re-replication in SW480 colon adenocarcinoma cells; 340,000 tested, 1.8% active; SW480 DNA re-replication, Hoechst DNA content imaging, 48 h; Potency, µM (doses to about 46.1 µM), for inactives: top-dose re-replication activation, most hits filed as activators; note: potency is the fitted concentration of half-maximal effect; % of control where 0% means no effect; nearly all actives have a fitted effect of over 55% in size
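Hoechst fluorescence of nuclei (405 nm excitation, 500-530 nm emission) measured by plate-scanning imager after 48 hr compound exposure at 37 C; re-replication scored as increased number of nuclei with elevated intensity.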
DRD3 agonist: D3 dopamine receptor (human) agonism; P35462; D3R DiscoveRx beta-arrestin cells, luminescence, 90 min; max activation, %; 410,000 tested, 0.58% active; in the data active = max activation above about 30%; note: 0% is about no effect; mostly tested at two doses, the higher about 12 µM
Target sequence (P35462 whole entry, looked up): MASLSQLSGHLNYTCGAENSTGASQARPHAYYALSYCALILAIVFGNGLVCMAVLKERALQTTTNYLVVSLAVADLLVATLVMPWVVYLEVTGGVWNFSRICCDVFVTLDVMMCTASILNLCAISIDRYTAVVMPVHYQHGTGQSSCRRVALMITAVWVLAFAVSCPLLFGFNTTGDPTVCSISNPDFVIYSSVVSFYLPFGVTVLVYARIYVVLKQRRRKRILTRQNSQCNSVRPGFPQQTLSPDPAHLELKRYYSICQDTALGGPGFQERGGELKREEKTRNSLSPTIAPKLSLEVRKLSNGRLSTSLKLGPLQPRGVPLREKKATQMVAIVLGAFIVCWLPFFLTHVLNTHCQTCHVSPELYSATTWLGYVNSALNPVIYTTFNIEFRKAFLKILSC
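Agonist-mode cell screen: cells plated at 1500/well and incubated overnight at 37 °C, then exposed to library compounds for 90 min at 37 °C. Detection reagent was added for 30–60 min at room temperature, and luminescence was read.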
The depositor's hits bear a star; ? = inconclusive; nt = no result given; [ ] = remark or other dose. Unless noted, calls come from the whole dose curve; as a rule, active = well fitted curve in the direction sought with a large enough effect; inconclusive = small, poorly fitted or top-dose-only effect, or another doubt; inactive = no such curve, though single readings can be large; an effect the other way counts as inactive or inconclusive.

SMILES	IL-1B inflam inh	GLP1R cytotox	MCF10A rereplic	KB-3-1 tox	KB-V1 MDR tox	HT1080-NT tox	HT1080 IDH1KD tx	SW480 rerep	DRD3 agonist
Cc1cc(/C=C(\C#N)C(=O)N2CCCCC2)cc(C)c1O	-4.9	?	?	16.4µM*	?	16.4µM*	18.4µM*	?	1.7
CCCCOc1ccc(NC(=O)c2cnc(C)cn2)cc1	51.3	-12.6%	?	?	?	-15.5%	-19.4%	-6.7%	3.5
O=C(Nc1nc(-c2cccs2)cs1)C1=COCCO1	-7.4	7.6%	3.4%	-21.0%	?	-6.3%	-5.4%	2.3%	-4.0
C=CCc1cc(C)ccc1OCCn1ccnc1	8.8	12.6%	15.9%	3.8%	5.8%	7.7%	1.4%	0.0%	1.7
Cc1ccc(NS(=O)(=O)c2c(C)[nH]c(=O)[nH]c2=O)c(Br)c1	11.0	-7.1%	-2.5%	2.6%	?	9.8%	7.1%	-15.0%	-7.5
Cc1ccc(S(=O)(=O)N(C)C)cc1[N+](=O)[O-]	-5.3	14.9%	1.9%	-2.3%	-9.5%	17.5%	25.2%	9.6%	-5.7
CCOc1ccc(CCNC(=O)COC(=O)c2ccco2)cc1OCC	0.5	7.6%	-0.2%	1.0%	13.4%	-3.8%	3.4%	1.2%	-2.3
COc1ccc(CNc2nc(C)c([N+](=O)[O-])c(C)c2C#N)cc1	-11.9	-5.2%	7.1%	-7.8%	-19.6%	-1.1%	-12.5%	-9.4%	-10.6
O=S1(=O)OCCC(c2ccccc2)N1Cc1ccccc1 (stereo unspecified)	12.3	-17.4%	13.0%	9.6%	-9.3%	15.1%	8.2%	-1.9%	2.4
CCOC(=O)N1CCN(CCC(=O)Nc2cccc(C)c2)CC1	11.8	-7.6%	4.1%	-2.4%	?	12.3%	9.1%	-0.5%	-22.8

Overlap with the part before: two entries; new compounds follow.
SMILES	IL-1B inflam inh	GLP1R cytotox	MCF10A rereplic	KB-3-1 tox	KB-V1 MDR tox	HT1080-NT tox	HT1080 IDH1KD tx	SW480 rerep	DRD3 agonist
O=S1(=O)OCCC(c2ccccc2)N1Cc1ccccc1 (stereo unspecified)	12.3	-17.4%	13.0%	9.6%	-9.3%	15.1%	8.2%	-1.9%	2.4
CCOC(=O)N1CCN(CCC(=O)Nc2cccc(C)c2)CC1	11.8	-7.6%	4.1%	-2.4%	?	12.3%	9.1%	-0.5%	-22.8
CCCSc1nnc2c(n1)OC(CC)N(C(C)=O)c1ccccc1-2 (stereo unspecified)	nt	-10.1%	nt	24.6%	-6.9%	nt	nt	nt	-6.3
COc1ccccc1OCC(=O)Nc1ccc(CSc2ccccc2)cc1C	6.9	3.8%	12.6%	3.1%	-1.4%	-4.2%	-3.4%	-12.7%	3.0
COc1ccc(Nc2nc(C)cc(C)c2C#N)cc1	18.5	14.6%	20.2%	-1.8%	-15.7%	-6.0%	-4.6%	18.9%	1.3
CCCCOC(=O)Nc1ccc(S(=O)(=O)Nc2nc(C)cc(C)n2)cc1	41.6	-15.8%	2.0%	-2.1%	-27.7%	-5.6%	-14.2%	1.1%	-1.5
COc1ccc(NC(=O)CCCCCn2nnc3ccccc3c2=O)cc1	-6.0	-6.9%	?	-2.4%	-35.8%	-20.4%	-10.4%	?	-13.9
O=C(NC(Cc1ccccc1)C(=O)NCCc1ccccn1)c1ccccc1 (stereo unspecified)	14.5	6.8%	-5.4%	16.5%	?	0.8%	5.6%	-9.0%	-24.9
Cc1nnc(SCc2ccc([N+](=O)[O-])cc2)[nH]c1=O	31.9	1.0%	-4.5%	2.4%	11.4%	-2.4%	-18.6%	2.4%	-2.8
N#Cc1c(NC(=O)CSc2ncnc3sccc23)oc(-c2ccco2)c1-c1ccco1	18.2	-7.9%	1.2%	16.4%	17.9%	3.9%	-0.3%	-13.9%	2.5
Cc1ccnc2nc(C(=O)OCC(=O)N(Cc3ccccc3)C(C)(C)C)nn12	12.3	3.8%	-4.2%	2.8%	18.6%	-0.2%	-1.0%	1.7%	-2.7
Cc1ccccc1C(=O)NCC(=O)Nc1ccccc1C(F)(F)F	6.2	1.4%	0.0%	-6.8%	-13.1%	1.1%	9.4%	-9.0%	7.8
CC1=CC2=NC(=O)CC(C)(C(=O)N(CC(=O)NC(C)(C)C)Cc3ccccc3)N2C=C1 (stereo unspecified)	8.7	-4.5%	-3.0%	-6.6%	?	-0.6%	0.3%	-8.1%	1.8
CC1(C)CC(=O)c2cc(C(=O)N3CCN(CCO)CC3)c(=O)n(-c3ccc(Cl)cc3)c2C1	-17.1	-10.2%	-3.8%	-8.4%	7.6%	13.8%	-3.7%	-8.4%	7.7
CNC1=C(N(C(C)=O)c2ccc(Br)cc2)C(=O)c2ccccc2C1=O	-78.5*	?	0.581µM*	?	?	1.84µM*	1.84µM*	8.2µM*	-2.0
CCN(CCNS(=O)(=O)c1ccc2[nH]c(=O)sc2c1)c1ccccc1	31.4	-14.6%	2.4%	-23.0%	5.4%	-2.8%	-7.1%	-10.0%	-1.6
O=C(NCc1ccco1)c1cc(-c2ccccc2)nn1CC1CC(c2cccnc2)=NO1 (stereo unspecified)	-9.9	13.1%	?	-0.1%	-0.2%	2.2%	2.9%	?	-17.2
CC(CCC(=O)NN)C1CCC2C3CCC4CC(O)CCC4(C)C3CCC12C (stereo unspecified)	0.0	2.8%	?	-2.3%	29.5%	-0.7%	-11.0%	0.0%	6.4
COc1cccc(N2CCN(C(=O)CCC(=O)N3CCOc4ccc(C)cc43)CC2)c1	19.7	-0.5%	9.2%	-9.0%	?	40.8%	0.4%	0.1%	3.4
COc1ccc(N(Cc2cccs2)C(=O)Nc2ccccc2)cc1	nt	-8.8%	nt	5.7%	-19.4%	nt	nt	nt	-3.3
O=C(NNc1ccccc1)Nc1ccccc1F	-3.2	-3.3%	1.6%	-16.4%	15.5%	-7.8%	-5.2%	22.6%	-16.6
Cc1cccc(-n2ncc3c(Nc4c(C)n(C)n(-c5ccccc5)c4=O)ncnc32)c1	0.0	15.9%	-6.6%	2.7%	20.6µM*	-0.4%	-10.3%	3.8%	-3.1

At a glance, 4 of the compounds above.
SMILES	IL-1B inflam inh	GLP1R cytotox	MCF10A rereplic	KB-3-1 tox	KB-V1 MDR tox	HT1080-NT tox	HT1080 IDH1KD tx	SW480 rerep	DRD3 agonist
COc1cccc(N2CCN(C(=O)CCC(=O)N3CCOc4ccc(C)cc43)CC2)c1	19.7	-0.5%	9.2%	-9.0%	?	40.8%	0.4%	0.1%	3.4
COc1ccc(N(Cc2cccs2)C(=O)Nc2ccccc2)cc1	nt	-8.8%	nt	5.7%	-19.4%	nt	nt	nt	-3.3
O=C(NNc1ccccc1)Nc1ccccc1F	-3.2	-3.3%	1.6%	-16.4%	15.5%	-7.8%	-5.2%	22.6%	-16.6
Cc1cccc(-n2ncc3c(Nc4c(C)n(C)n(-c5ccccc5)c4=O)ncnc32)c1	0.0	15.9%	-6.6%	2.7%	20.6µM*	-0.4%	-10.3%	3.8%	-3.1

Remaining list, next part:
SMILES	IL-1B inflam inh	GLP1R cytotox	MCF10A rereplic	KB-3-1 tox	KB-V1 MDR tox	HT1080-NT tox	HT1080 IDH1KD tx	SW480 rerep	DRD3 agonist
O=C(/C=C/[C@H]1O[C@@H](n2ccc(=O)[nH]c2=O)[C@H](O)[C@@H]1O)NCc1ccc2c(c1)OCO2	-2.8	4.8%	nt	0.0%	-0.5%	-2.1%	4.3%	nt	-1.2
COc1ccc(CN(C)C(=O)C2CSC3(C)CCC(=O)N23)cc1OC (stereo unspecified)	-5.8	0.0%	5.5%	-1.5%	0.0%	-5.0%	16.0%	-3.4%	-3.7
Cc1c(NS(=O)(=O)c2ccc3c(c2)NC(=O)CC(=O)N3)cccc1[N+](=O)[O-]	15.8	2.4%	-24.1%	17.7%	33.3%	13.5%	11.4%	-11.5%	-6.4
CCCCN(C(=O)C(C)N1C(=O)c2ccccc2C1=O)c1c(N)n(CCCC)c(=O)[nH]c1=O (stereo unspecified)	-1.2	0.7%	-5.8%	0.0%	2.2%	1.2%	0.6%	-0.4%	-3.6
Fc1cccc(Oc2nc3ccccc3n3cccc23)c1	0.0	12.1%	2.5%	-6.7%	-3.9%	-3.8%	-15.5%	0.4%	1.7
O=C(Nc1ccc2c(c1)OCCO2)N1CCN(c2ccc(F)cc2)CC1	-5.5	4.2%	9.5%	?	20.6µM*	0.8%	6.4%	1.5%	-0.8
COc1ccc(-c2c(C3=CCCCC3)oc3ccc(-c4ccc5c(c4)OCO5)cc23)cn1	-11.8	23.3%	-9.4%	-19.6%	-18.2%	8.6%	5.0%	-11.0%	23.5
COC(=O)C1C(C(=O)OC)C1(c1ccccc1)c1ccccc1 (stereo unspecified)	-6.2	1.5%	-0.2%	-1.1%	0.9%	0.6%	-7.3%	3.5%	-6.8
CCc1nnc(NC(=O)c2nc3nccc(C)n3n2)s1	-17.4	-1.0%	21.5%	?	4.7%	8.2%	13.1%	3.1%	1.9
CC1CCN(c2nc3c(c(=O)[nH]c(=O)n3C)n2CC(C)CSc2nnnn2-c2ccccc2)CC1 (stereo unspecified)	?	18.0%	1.1%	-17.2%	3.66µM*	-3.2%	8.6%	-0.7%	4.4
N/C(CCCN1CCCCC1)=N/O	5.8	0.8%	-3.9%	7.6%	0.1%	16.3%	10.1%	-0.4%	-2.8
CCOC(=O)Cc1csc(NC(=O)/C=C\c2ccccc2Cl)n1	-25.9	-16.6%[7.66 µM]	-3.8%	-12.4%	-2.0%	-1.0%	-1.8%	-0.5%	-3.6
CCOc1ccsc1C(=O)NNC(=O)c1ccco1	0.0	3.4%	10.9%	-21.1%	-14.3%	-0.1%	-3.4%	-17.8%	-4.1
